SW480 rereplic: DNA re-replication induction in SW480 cells | SW480 DNA re-replication, Hoechst DNA content imaging, 48 h | Potency, µM (series often up to 46.1 µM), for the others: at the top dose re-replication activation, actives largely listed as activators | 340,000 tested, 1.8% active; note: potency is the fitted concentration of half-maximal effect; % of control where 0% means no effect; nearly all actives have a fitted effect of over 55% in size
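DNA re-replication was detected as more nuclei of elevated Hoechst intensity after 48 hr exposure to compound (23 nL pinned per well of 250 cells).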
DRD3 antagonist: blocks the human D3 dopamine receptor; P35462; D3R cells, DiscoveRx beta-arrestin luminescence, antagonist mode; hits give low values; max response, negative = inhibition, %; 360,000 tested, 2.5% active; in the data active = max response below about -50%; inconclusive = no clear call, values can overlap the other calls; note: % is set by controls: 0 for no effect and ±100 for the full control effect; mostly tested at two doses, the higher about 12 µM
Target sequence (P35462 whole entry, looked up): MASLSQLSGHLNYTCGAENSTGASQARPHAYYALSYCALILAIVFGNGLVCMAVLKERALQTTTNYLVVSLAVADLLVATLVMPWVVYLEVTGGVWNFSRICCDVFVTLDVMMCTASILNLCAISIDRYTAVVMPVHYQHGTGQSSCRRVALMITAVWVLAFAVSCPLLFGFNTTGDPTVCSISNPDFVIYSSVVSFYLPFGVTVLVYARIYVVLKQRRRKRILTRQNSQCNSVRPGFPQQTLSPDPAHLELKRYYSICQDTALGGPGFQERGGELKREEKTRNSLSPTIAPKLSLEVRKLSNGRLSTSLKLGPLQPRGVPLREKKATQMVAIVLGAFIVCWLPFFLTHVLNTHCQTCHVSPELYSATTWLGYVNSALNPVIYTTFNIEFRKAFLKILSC
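Cells plated overnight at 1500 cells/well, then exposed to library compounds with dopamine controls for 90 minutes at 37 degrees C. DiscoveRx reagent added for 30–60 minutes at room temperature; luminescence read, quantitative HTS format.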
DRD3 agonist: agonists of human D3 dopamine receptor; 410,000 tested, 0.58% active; max activation, %; P35462; D3R DiscoveRx beta-arrestin cells, luminescence, 90 min; in the data active = max activation above about 30%; note: 0% is about no effect; mostly tested at two doses, the higher about 12 µM
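Cells at 1500/well, incubated overnight, then treated with pinned compounds (dopamine as control) for 90 min at 37 degrees C. DiscoveRx reagent added for 30 - 60 minutes at room temperature; luminescence read.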
HT1080NT lethal: kills 2HG-producing HT-1080-NT fibrosarcoma cells; HT-1080-NT fibrosarcoma viability, CellTiter-Glo ATP luminescence, 48 h; 360,000 tested, 1.6% active; Potency, µM (titrated, usually from 46.1 µM), inactives show top-dose activity, negative = less viability, usual class: cytotoxic; AID 686970;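 note: NT is the 2HG producing partner of a matched IDH1 knockdown line; potency is the fitted concentration of half-maximal effect; 0% = DMSO-treated cells and -100% = media-only wells without cells; nearly all actives have a fitted effect of over 55% in size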
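Read-out is CellTiter-Glo luminescence after 10 minutes at room temperature, following 48 hours' compound treatment of HT-1080-NT cells (750 cells/well, RPMI, 5% FBS, 37 degrees C).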
KB-V1 cytotox: KB-V1 MDR subline cytotoxicity; KB-V1 MDR cells viability, CellTiter-Glo, 72 h; Potency, µM (titrated, usually from 46.1 µM), inactives show top-dose activity change, negative = cytotoxicity, usual class: cytotoxic; 400,000 tested, 3.4% active; note: potency is the fitted concentration of half-maximal effect; % is set by controls: 0 for no effect and ±100 for the full control effect; nearly all actives have a fitted effect of over 60% in size
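Readout: CellTiter-Glo luminescence, 10 min after addition. Cells: KB-V1 MDR subline, 72 h at 37 degrees C with compound. Analysis: corrected, normalized data fitted to concentration-effect curves.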
GLP-1R agonist: GLP-1 receptor (human) agonism; P43220; HEK293 GLP-1R CRE-luciferase, luminescence, 4-6 h; cells express a hypersensitive GLP-1R form; Potency, µM (series often up to 45.6 µM), for inactives: top-dose activation, most hits filed as activators; 380,000 tested, 0.007% active; AID 624172; note: potency is the fitted concentration of half-maximal effect; % of control where 0% means no effect
Target sequence (P43220 whole entry, looked up): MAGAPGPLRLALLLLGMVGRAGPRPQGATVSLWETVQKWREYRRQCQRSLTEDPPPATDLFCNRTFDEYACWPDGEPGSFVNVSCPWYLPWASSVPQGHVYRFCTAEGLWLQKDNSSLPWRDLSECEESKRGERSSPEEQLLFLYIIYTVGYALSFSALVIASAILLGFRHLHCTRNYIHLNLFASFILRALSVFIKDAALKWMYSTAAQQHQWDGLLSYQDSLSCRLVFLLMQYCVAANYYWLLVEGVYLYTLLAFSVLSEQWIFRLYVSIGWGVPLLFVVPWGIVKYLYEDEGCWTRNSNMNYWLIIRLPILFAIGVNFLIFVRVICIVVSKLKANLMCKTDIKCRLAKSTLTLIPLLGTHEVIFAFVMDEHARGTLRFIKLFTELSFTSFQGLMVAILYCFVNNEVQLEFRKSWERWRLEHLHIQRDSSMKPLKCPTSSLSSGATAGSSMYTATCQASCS
KB-3-1 tox: kills parental KB-3-1 adenocarcinoma cells; KB-3-1 viability, CellTiter-Glo ATP luminescence, 72 h; Potency, µM (top dose mostly 46.1 µM), without a hit: at the top dose activity change, negative = cytotoxic, most hits filed as cytotoxic; 400,000 tested, 1.4% active; AID 1347075; note: potency is the fitted concentration of half-maximal effect; % is set by controls: 0 for no effect and ±100 for the full control effect; nearly all actives have a fitted effect of over 60% in size
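Using CellTiter-Glo luminescence, growth of non-resistant KB-3-1 adenocarcinoma cells is assessed 72 h after pin-tool compound addition at 37 °C. Normalized responses across the concentration series yield fitted curves.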
HT1080 IDH1KD tx: kills HT-1080 cells with IDH1 knockdown | HT-1080 IDH1 knockdown viability, ATP luminescence, 48 h | Potency, µM (doses to about 46.1 µM), for the others: top-dose activity, negative = toxicity, usual class: cytotoxic | 360,000 tested, 2% active | AID 686971;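 note: potency is the fitted concentration of half-maximal effect; 0% = DMSO wells and -100% = cell-free medium wells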
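Using the IDH1-knockdown HT-1080 line run in the same batch and compound series as the NT line, viability after 48 h at 37 °C was determined by CellTiter-Glo luminescence and expressed as % activity.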
IL-1B inflam inh: inhibitors of inflammasome signaling (IL-1 beta secretion); THP-1 LPS/ATP IL-1B secretion, AlphaLISA, 16 h; hits give low values; activity change, % at 57.5 µM; 360,000 tested, 4.7% active; in the data active = activity change below about -50%; inconclusive = mostly about -30% to -49%; note: % is set by controls: 0 for no effect and ±100 for the full control effect
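THP-1 cells pretreated 1 hr with compounds (up to 57.5 uM final), then stimulated with LPS (250 ng/mL final) plus ATP (1.25 mM final); secreted IL-1B measured by AlphaLISA after 16 hr, decreased signal indicating inhibition.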
Numbers without * were called inactive; i = inactive; ? = inconclusive; / = not tested or not shown; & = joins results of further samples; ! = repeats disagree; [ ] = remark or other dose. Unless noted, calls come from the whole dose curve; as a rule, active = well fitted curve in the direction sought with a large enough effect; inconclusive = small, poorly fitted or top-dose-only effect, or another doubt; inactive = no such curve, though single readings can be large; an effect the other way counts as inactive or inconclusive.

SMILES	SW480 rereplic	DRD3 antagonist	DRD3 agonist	HT1080NT lethal	KB-V1 cytotox	GLP-1R agonist	KB-3-1 tox	HT1080 IDH1KD tx	IL-1B inflam inh
Cc1ccc(-n2ncc3c2CC(C)(C)CC3NC(=O)Cc2c(C)noc2C)cc1 (centres undefined)	-13%	7	3	1%	?	-5%	0%	-4%	10
CC(C)C(NS(=O)(=O)/C=C/c1ccccc1)C(=O)NCc1ccc(F)cc1 (centres undefined)	3%	-17	0	0%	?	11%	0%	0%	-4
COC(=O)C(NC(=O)c1ccccc1)(Nc1nc(C)cs1)C(F)(F)F (centres undefined)	?	-10	8	-6%	2%	0%	-17%	1%	-1
Oc1ccc(/C=N/Nc2ccc(C(F)(F)F)cn2)cc1O	?	-11	22	?	?	10%	?	?	0
CC(=O)Nc1ccc2c(c1)nc1n2CCN(C(C)c2ccccc2)C1 (centres undefined)	-3%	-13	-13	-10%	8%	-1%	-3%	-3%	-5
O=C(c1ccccc1)c1ccc(OCC(=O)N2CCOCC2)cc1	-3%	5	4	0%	?	-4%	11%	-5%	15
O=C(N/N=C/c1cccnc1)c1cccc(S(=O)(=O)N2CCCC2)c1	0%	-18	-10	0%	0%	2%	9%	13%	29
CCOc1ccsc1C(=O)OC	3%	-26	-18	3%	-1%	-4%	-2%	-4%	-9
CC1=C(C(=O)OCc2ccc(C)cc2)C(c2ccccc2C(F)(F)F)CC(=O)N1 (centres undefined)	/	/	-2	/	?	1%	14%	/	/
O=C(O)C(c1ccccc1)C(O)c1ccc2c(c1)OCO2 (centres undefined)	-3%	16	-3	13%	22%	5%	13%	15%	4
COc1ccccc1C(=O)c1cc2ccc(O)cc2oc1=O	-9%	22	2	11%	12%	-7%	-26%	24%	13
Cc1ccccc1-n1c(Cc2cccs2)n[nH]c1=S	13%	?	-13	?	-22%	8%	0%	?	-15
CCc1ccc(OCc2ccc(C(=O)NCc3ccccn3)o2)cc1	4%	-70*	-5	-22%	0%	28%	-4%	-16%	-11
CC1=CN2C(=N)/C(=C\c3cn(CCCOc4ccccc4)c4ccccc34)C(=O)N=C2S1	/	0	-7	?	?	-4%	-9%	?	-2
Oc1ccccc1C=NC(c1ccccc1)C(O)c1ccccc1 (centres undefined)	?	5	1	3%	-2%	-5%	-3%	0%	21
CCc1cccc(C)c1NC(=S)NCC1CCN(c2ccc(OC)cc2)C1 (centres undefined)	?	-13	-7	?	-16%	-3%	-30%	?	-67*
[N-]=[N+]=NCCN1CCN(CCc2ccccc2)CCC1=O	-2%	14	5	9%	?	-7%	-6%	0%	22
O=C(CN1C(=O)NC2(CCc3ccccc32)C1=O)Nc1ccccc1C(F)(F)F (centres undefined)	-30%	-19	-4	-11%[9.24 µM]	-3%	-6%	8%	-3%	-10
Cc1cccc(NC(=O)c2ccccc2OCC(=O)c2ccc(F)cc2)c1	-2%	59	12	17%	?	-1%	3%	14%	-28
O=C(Cc1ccccc1)NCC(=O)Nc1cccc(Br)c1	0%	14	9	-8%	?	2%	12%	2%	-8
COc1ccc(-n2cnc3c(cnn3CCC#N)c2=N)cc1	3%	-11	-3	12%	-6%	4%	?	17%	-1
Cc1ccc([N+](=O)[O-])cc1CN1CCN(c2ncc(Cc3ccccc3)cn2)CC1	/	-20	-2	-15%	?	/	?	?	58
Cc1noc(C)c1COc1ccccc1C(=O)NCc1ccco1	-20%	-6	-4	1%	13%	8%	8%	-1%	14
Cn1c(C(=O)NCc2ccccn2)cc2c(=O)n3ccccc3nc21	1%	14	19	3%	6%	1%	1%	-3%	-2
COc1ccccc1CNC(=O)C1CCC(CNS(=O)(=O)c2cccc3cccnc23)CC1 (centres undefined)	10%	-4	2	2%	0%	-4%	-3%	-1%	26
CCCCCCCCNS(=O)(=O)CCNCCc1ccccc1	-8%	26	-11	-3%	13%	13%	10%	-6%	?
CC1CN(CCn2cnc3c(N)ncnc32)CC(C)O1 (centres undefined)	0%	6	1	-2%	9%	-3%	-8%	-2%	9
O=C(O)c1ccc(NC(=O)c2cccc(C(=O)Nc3ccc(C(=O)O)cc3)c2)cc1	-8%	?	-5	-7%	-1%	-4%	4%	-1%	22
COc1ccc(Br)c(C(=O)NCCC(C)C)c1	-1%	-17	-1	-6%	-2%	-1%	1%	-1%	-11
Cc1cccc(C(=O)N[C@H](C(=O)Nc2nccs2)C(C)C)c1	-1%	12	2	-1%	1%	2%	0%	-1%	12
Cc1ccc(-c2cn(-c3ccccc3)c3[n+]2CCCS3)cc1	-4%&-32%	?	0&-5	?	19%&-27%	-3%&0%	1.8µM*!	?	-63*
COc1cc(C(CC(=O)NCc2ccc(F)cc2)N2Cc3ccccc3C2=O)cc(OC)c1OC (centres undefined)	/	/	3	/	7%	4%	?	/	/
CCCN(C(=O)c1cccc(S(=O)(=O)N2CCN(C)CC2)c1)c1c(N)n(Cc2ccccc2)c(=O)[nH]c1=O	-10%	-6	4	-2%	2%	-7%	-8%	20%	3
COc1cc(C(=O)NC(=S)Nc2nc(-c3ccc(F)cc3)cs2)cc(OC)c1OC	-34%[inhibitor]	0	1	-2%	-19%	-4%	?	-7%	i
COC(=O)Nc1ccc(SCC(=O)c2cccc([N+](=O)[O-])c2)cc1	?	-60*	-5	?	-1%	-8%	-4%	?	-19
CCC1CCCCN1CCCn1c(=S)[nH]c2ccccc2c1=O (centres undefined)	-5%	0	3	0%	1%	0%	1%	1%	23
Cc1cc(C)c(C)c(OCC(=O)NCCN(C)C)c1	2%	-6	-23	-11%	4%	0%	-5%	-6%	10
Cc1ccc(OCC(=O)N2CCN(C(=O)Cc3ccccc3)CC2)cc1	?	-30	-7	-4%	-8%	5%	3%	-1%	-5
CCN(CC(=O)Nc1ccc(OC)cc1)C(=O)c1ccc2c(c1)NC(=O)CS2	56%	3	7	0%	6%	0%	24%	-9%	33
O=C(CN1CCN(c2ccccc2O)CC1)NC(=O)NCc1ccccc1	15%	3	-4	0%	-1%	5%	-7%	9%	8
CC1(C)Cc2c(c(-c3ccco3)nc3n[nH]c(N)c23)CO1	3%	-13	-1	-15%	10%	7%	-5%	-23%	?
CC(OC(=O)CSc1ccccc1)C(=O)NC1CCCCC1C (centres undefined)	0%	9	4	7%	5%	0%	9%	4%	13
CCN1C(=O)c2ccccc2S(=O)c2ccc(C(=O)NCc3ccc(OC)cc3)cc21 (centres undefined)	1%	-51*	-7&-41	3%	-11%	15%	2%	0%	29
CCOC(=O)Cc1csc(SCC(=O)Nc2ccc(C)cc2F)n1	-1%	12	3	1%	-6%	-1%	-8%	0%	21
CCc1ccc(C(=O)c2cn(CC(=O)Nc3cc(OC)cc(OC)c3)c3ccc(CC)cc3c2=O)cc1	/	/	-23	/	0%	0%	0%	/	/
Cc1ccc(-c2nc(N)n(C(=O)Cc3ccccc3)n2)cc1	-2%	11	5	12%	13%	-13%	-12%	3%	-17
Oc1ccc2ccccc2c1Br	0%	9	18	4%	-4%	13%	0%	-9%	32
COC(=O)CN(C#N)c1nc(NCc2ccccc2)nc(OC)n1	-3%	-6	-4	4%	14%	8%	0%	3%	-67*
O=C1NC[C@H](CCCCN2C[C@H](Cc3ccc(O)cc3)N(CCc3ccc(O)cc3)C(=O)C2=O)N(CC2CCCCC2)C1=O	/	30	6	18%	?	-1%	23%	?	4
COc1cccc(OC)c1NC(=O)NC(=O)c1c(OC)c(Br)cc([N+](=O)[O-])c1OC	-9%	-8	-1	-13%	-4%	-1%	2%	2%	39

Quoted from above, 3 compounds:
SMILES	SW480 rereplic	DRD3 antagonist	DRD3 agonist	HT1080NT lethal	KB-V1 cytotox	GLP-1R agonist	KB-3-1 tox	HT1080 IDH1KD tx	IL-1B inflam inh
COC(=O)CN(C#N)c1nc(NCc2ccccc2)nc(OC)n1	-3%	-6	-4	4%	14%	8%	0%	3%	-67*
O=C1NC[C@H](CCCCN2C[C@H](Cc3ccc(O)cc3)N(CCc3ccc(O)cc3)C(=O)C2=O)N(CC2CCCCC2)C1=O	/	30	6	18%	?	-1%	23%	?	4
COc1cccc(OC)c1NC(=O)NC(=O)c1c(OC)c(Br)cc([N+](=O)[O-])c1OC	-9%	-8	-1	-13%	-4%	-1%	2%	2%	39

Later entries
SMILES	SW480 rereplic	DRD3 antagonist	DRD3 agonist	HT1080NT lethal	KB-V1 cytotox	GLP-1R agonist	KB-3-1 tox	HT1080 IDH1KD tx	IL-1B inflam inh
O=C(C1CCCN(Cc2ccccc2)C1)N1CCCCC1 (centres undefined)	-3%	52	-3	10%	-7%	?	-2%	11%	14
CC(C)c1ccc(NC(=S)Nc2ccc(OC(F)(F)F)cc2)cc1	22%	-17	-13	0%	1%	6%	-24%	8%	-7
COC(=O)C(CC(C)C)NC(=O)c1ccc(F)cc1 (centres undefined)	?	-7	4	2%	1%	-6%	17%	0%	49
CCC1CCc2c(sc(NC(=O)c3cccnc3)c2C(N)=O)C1 (centres undefined)	23%	9	2	?	23%	12%	3%	?	?
COc1ccc(OCc2nc3c4c(ncn3n2)-c2ccccc2CC42CCCC2)cc1	7%	33	2	5%	12µM*	-3%	-24%	13%	6
CCN(C[C@H]1N[C@@](CC)(C(=O)OC)[C@H]2C(=O)N(C)C(=O)[C@@H]12)C(=O)C1CCCCC1	?	13	12	6%	3%	8%	7%	8%	0
Cc1cccc(NC(=O)C[n+]2cccc(C)c2)c1	-50%	9	-4	5%	?	-12%	0%	-4%	-2
Cc1nc2ccccc2n1CC(O)COc1ccccc1Cl (centres undefined)	-8%	3	2	-13%	-13%	-1%	-1%	-12%	-8
O=C(c1ccccc1)N1CCCN(c2nccc(C(F)(F)F)n2)CC1	-8%	-9	8	28%	1%	7%	-8%	18%	-4
CC1(C)SCC(C(=O)O)NC1=O (centres undefined)	-42%	-8	-2	4%	1%	1%	-6%	11%	0
COc1cc(S(=O)(=O)Nc2ccccc2N2CCCCC2)ccc1NC(C)=O	?	-10	2	16µM*	-24%	-2%	0%	8.2µM*	77

Source: PubChem BioAssay (National Center for Advancing Translational Sciences (NCATS))
